KCC2 mod = KCC2 cotransporter modulators, thallium flux, primary screen, cell-based, HEK293 KCC2, FluoZin-2 fluorescence, MLSMR; Solute carrier family 12 member 5 (Homo sapiens), Q9H2X9; KCC2 cells, thallium flux FluoZin-2 fluorescence; B-score of Tl+ flux slope (higher = more flux/activation; lower = inhibition) at 10 µM; actives 2.2% (n = 190,000);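 active means thallium flux slope and its plate-corrected score both differing from the plate sample mean at a set confidence after two filtering rounds, in either direction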;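 further: slope of fluorescence scaled to starting intensity during 10 to 20 s after thallium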
FXIIa inh 1536 = human FXIIa protease inhibitors, primary screen, biochemical, 1536-well. Coagulation factor XII (Homo sapiens), P00748. purified FXIIa, Boc-QGR-AMC fluorogenic substrate, 2 h. actives 0.3% (n = 220,000). AID 800, 2007. inhibition, % at 5 µM; in the data active means inhibition above about 40%;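 further: 0% = enzyme with no compound and 100% = blank without enzyme; many of its hits are not listed in these tables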
PERK inh = block of dimerizer-induced PERK translation repression, primary screen, PERK inhibitor project, CHO PERK-DD cells, SEAP luminescence, HTS; Eukaryotic translation initiation factor 2-alpha kinase 3 (Homo sapiens), Q9NZJ5; CHO PERK-DD fusion, SEAP luminescence translation reporter; actives 0.17% (n = 220,000); inhibition, % at 5.6 µM;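 active means inhibition above the mean inhibition of all tested compounds plus 3 SD, set separately per screening campaign, cut at about 2.9% in these data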;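 further: PERK kinase domain activated by AP20187 dimerizer at 100 nM; 0% = DMSO with dimerizer and 100% = rapamycin at 8.4 µM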
Target sequence (Q9NZJ5 whole entry, looked up, the tested form may be a part): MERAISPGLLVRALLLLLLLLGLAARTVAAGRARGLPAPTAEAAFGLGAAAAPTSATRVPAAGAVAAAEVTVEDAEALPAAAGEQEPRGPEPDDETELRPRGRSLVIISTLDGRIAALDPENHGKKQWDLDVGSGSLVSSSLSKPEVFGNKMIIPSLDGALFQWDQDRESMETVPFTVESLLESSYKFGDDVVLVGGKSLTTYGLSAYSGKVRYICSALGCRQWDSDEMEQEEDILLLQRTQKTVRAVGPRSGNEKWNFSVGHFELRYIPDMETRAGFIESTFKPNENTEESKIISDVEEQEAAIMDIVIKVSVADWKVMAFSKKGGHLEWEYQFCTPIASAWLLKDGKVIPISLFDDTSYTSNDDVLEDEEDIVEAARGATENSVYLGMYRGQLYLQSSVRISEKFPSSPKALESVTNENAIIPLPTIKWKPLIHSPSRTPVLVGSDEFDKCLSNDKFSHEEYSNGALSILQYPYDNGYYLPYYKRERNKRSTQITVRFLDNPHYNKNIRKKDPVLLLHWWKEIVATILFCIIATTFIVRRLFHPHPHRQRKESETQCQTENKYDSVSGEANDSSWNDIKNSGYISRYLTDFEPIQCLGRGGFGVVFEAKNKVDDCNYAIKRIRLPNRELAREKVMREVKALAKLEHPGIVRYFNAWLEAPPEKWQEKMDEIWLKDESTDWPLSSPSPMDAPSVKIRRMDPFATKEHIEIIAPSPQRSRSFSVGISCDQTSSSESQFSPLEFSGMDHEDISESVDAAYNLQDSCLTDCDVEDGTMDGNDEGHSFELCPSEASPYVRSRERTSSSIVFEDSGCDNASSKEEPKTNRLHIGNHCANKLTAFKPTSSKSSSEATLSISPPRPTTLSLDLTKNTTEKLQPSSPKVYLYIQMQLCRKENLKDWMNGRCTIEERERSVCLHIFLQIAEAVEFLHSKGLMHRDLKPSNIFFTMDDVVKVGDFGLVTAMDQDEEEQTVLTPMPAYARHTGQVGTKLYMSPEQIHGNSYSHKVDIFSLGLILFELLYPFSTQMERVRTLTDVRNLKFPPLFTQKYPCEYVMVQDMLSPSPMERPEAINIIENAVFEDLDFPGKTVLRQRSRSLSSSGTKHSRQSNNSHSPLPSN
p97 inhibitor = inhibitors of human p97 ATPase, primary screen, biochemical | recombinant p97 ATPase, Kinase-Glo ATP luminescence, 3 h | inhibition, % at 8 µM | actives 0.42% (n = 220,000) | Transitional endoplasmic reticulum ATPase (Homo sapiens), P55072 | AID 1481, 2009; in the data active means inhibition above about 15%;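 further: 0% = DMSO vehicle and 100% = wells lacking enzyme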
hK5 inh = human KLK5 protease inhibitors, primary screen, biochemical, 1536-well; Kallikrein-5 (Homo sapiens), Q9Y337; recombinant hK5, fluorogenic AMC substrate cleavage; inhibition, % at 5 µM; actives 0.59% (n = 210,000); AID 873, 2007;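 active means inhibition of 40% or more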;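 further: 0% = enzyme controls without compound and 100% = no-enzyme blanks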
Thrombin inh = human alpha-thrombin inhibitors, primary screen, counter-screen for coagulation protease inhibitor project, biochemical, 1536-well, fluorogenic AMC substrate. Prothrombin (Homo sapiens), P00734. Boc-VPR-AMC fluorogenic substrate cleavage. inhibition, % at 5 µM. actives 0.26% (n = 220,000). AID 1046, 2008;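 active means inhibition at or above 40%; inactive means inhibition below 40%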;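 further: 0% = enzyme with no compound and 100% = wells without enzyme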
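System – human alpha-thrombin protein · Reagent – Boc-VPR-AMC substrate, 15 µM final · Compound – 5 µM single dose in 0.2% DMSO · Schedule – reaction at room temperature · Technique – AMC fluorescence at 355 nm excitation and 460 nm emission · Read-out basis – % inhibition relative to enzyme controls and enzyme-free blanks · Control set – no-compound enzyme wells and no-enzyme blanks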
Wee1 stabilizer = Wee1 degradation inhibitors, primary screen, cell-based, HeLa, Wee1K328M-luciferase, luminescence; Wee1-like protein kinase (Homo sapiens), P30291; HeLa Luc-Wee1K328M stability; 100% = proteasome inhibitor MG132 effect; reporter increase, % at 5 µM; actives 1.2% (n = 220,000); AID 1321, 2008;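 active means activation above the mean of all tested compounds plus 3 SD, set per screening run, cut at about 8.8% in these data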;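 further: cells exposed to compound for 20 h before luminescence read; 0% = DMSO alone and 100% = MG132 at 30 µM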
Furin inhibitor = human furin inhibitors, primary screen, biochemical, fluorescence intensity; purified furin, fluorogenic substrate cleavage; inhibition, % at 30 µM; P09958; AID 463115, 2010; actives 0.061% (n = 220,000); in the data active means inhibition above about 25%; further: inactives centre near -15
FXIa inh = human FXIa protease inhibitors, primary screen, biochemical, 1536-well; AID 798, 2007; purified FXIa, Boc-Glu-Ala-Arg-AMC fluorogenic substrate; actives 0.14% (n = 220,000); inhibition, % at 5 µM; Coagulation factor XI (Homo sapiens), P03951;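 active means inhibition of at least 40%; inactive means inhibition below 40%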;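 further: fluorescence of freed AMC excited at 355 nm; 0% = enzyme without compound and 100% = no enzyme blank; many of its hits are not listed in these tables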
* = called active by the depositor; nt = not tested or not shown; [ ] = remark or other dose.

SMILES | KCC2 mod | FXIIa inh 1536 | PERK inh | p97 inhibitor | hK5 inh | Thrombin inh | Wee1 stabilizer | Furin inhibitor | FXIa inh
CCc1ccccc1NC(=O)Nc1cccc(F)c1 | -0.05 | -1 | 1.2 | 3 | 1 | -4 | 0 | -3 | 0
O=C(CN(Cc1ccccc1F)S(=O)(=O)c1ccc(Cl)cc1)NCCCO | 0.29 | 2 | -0.4 | -3 | -3 | 2 | 0 | -29 | -7
C=CCC1(C#N)C(SC)=NC2=C(C(=O)CC(C)(C)C2)C1c1ccc(Br)cc1 (stereo unspecified) | -1.8 | 7 | -0.2 | -3 | -1 | 0 | 6 | -5 | 13
NS(=O)(=O)c1ccc(CNC(=O)/C=C/c2c(Cl)cccc2Cl)cc1 | nt | -9 | 0.8 | -2 | -8 | -3 | 0 | -23[20 µM] | -11
COc1ccc2c(CC(=O)Nc3ccccc3N3CCOCC3)coc2c1 | -0.47 | -1 | -1.4 | 3 | -5 | -12 | 2 | -8 | -3
O=c1[nH]cnc2c1c(-c1ccccc1)cn2-c1ccc(Br)cc1 | 1.8 | 1 | 0.3 | -3 | -10 | -2 | -3 | -7 | 7
O=C(COc1ccc2ccccc2c1)Nc1ccc(Cc2ccncc2)cc1 | 1 | 1 | 1.0 | -1 | -5 | 4 | 4 | -9[20 µM] | 5
COCCCN1C(=O)C(=O)/C(=C(/O)c2ccc(OC(C)C)cc2)C1c1cccnc1 (stereo unspecified) | 0.34 | 28 | 0.3 | 2 | 0 | -2 | -4 | -8 | 19
Cc1ccc(CNCCC2=CCCCC2)cc1 | 0.39 | 13 | 0.0 | 2 | -3 | 0 | 1 | -14[20 µM] | 1
O=C1C2C3c4ccccc4C(c4ccccc43)C2C(=O)N1Cc1cccnc1 (stereo unspecified) | nt | 3 | 0.8 | 4 | 1 | -6 | 0 | -17 | -3
Cc1ccc(/C=C/C(=O)Nc2nn[nH]n2)o1 | 0.29 | 14 | 1.4 | 8 | -13 | -1 | 3 | -27 | 8
COC(=O)CNC(=O)COC(=O)c1ccc(Cl)nc1 | 0.014 | 28 | -0.5 | -6 | 39 | 11 | 0 | -12 | 30
CC1CCN(c2nc3c(c(=O)n(C)c(=O)n3C)n2Cc2ccccc2)CC1 | -0.24 | 1 | -0.1 | -3 | -26 | -4 | 2 | -19[20 µM] | -17
O=C(Oc1cccc2cccnc12)c1cccs1 | nt | 2 | 1.9 | -1 | -74 | -4 | 3 | -9 | 0
O=C1CCCN1c1nccs1 | 0.12 | 8 | 0.5 | 2 | 0 | -5 | 1 | -28 | -1
O=C(Nc1nc2cc3c(cc2s1)OCO3)C1CC1 | 0.59 | 5 | 1.3 | 5 | 0 | -5 | 2 | -17 | -2
Cc1ccccc1NC(=S)NCC(c1cccnc1)N(C)C (stereo unspecified) | -0.023 | -2 | 0.4 | -9 | -7 | -6 | -5 | -21 | -1
CCOc1ccccc1NC(=O)C1CCCN(C(=O)NCc2ccccc2)C1 (stereo unspecified) | -0.076 | 7 | -0.2 | 1 | -15 | 5 | -2 | -22[20 µM] | 3
COC(=O)c1cc(NC(=O)Nc2ccccc2OC)cc(C(=O)OC)c1 | -0.22 | 3 | -1.8 | 2 | 0 | -3 | -1 | -17[20 µM] | -19
Cc1cccc2c(=O)c(C(=O)N3CCCCCC3)c[nH]c12 | -0.024 | 5 | 1.2 | -3 | -1 | -4 | -1 | 2 | 4

A second format for part of the listing above.
Structure,KCC2 mod,FXIIa inh 1536,PERK inh,p97 inhibitor,hK5 inh,Thrombin inh,Wee1 stabilizer,Furin inhibitor,FXIa inh
CC1CCN(c2nc3c(c(=O)n(C)c(=O)n3C)n2Cc2ccccc2)CC1,-0.24,1,-0.1,-3,-26,-4,2,-19[20 µM],-17
COC(=O)CNC(=O)COC(=O)c1ccc(Cl)nc1,0.014,28,-0.5,-6,39,11,0,-12,30

In the list so far, 2 contain a furan ring, fused or not.
SMILES | KCC2 mod | FXIIa inh 1536 | PERK inh | p97 inhibitor | hK5 inh | Thrombin inh | Wee1 stabilizer | Furin inhibitor | FXIa inh
COc1ccc2c(CC(=O)Nc3ccccc3N3CCOCC3)coc2c1 | -0.47 | -1 | -1.4 | 3 | -5 | -12 | 2 | -8 | -3
Cc1ccc(/C=C/C(=O)Nc2nn[nH]n2)o1 | 0.29 | 14 | 1.4 | 8 | -13 | -1 | 3 | -27 | 8

In the list so far, these contain fluorine.
SMILES | KCC2 mod | FXIIa inh 1536 | PERK inh | p97 inhibitor | hK5 inh | Thrombin inh | Wee1 stabilizer | Furin inhibitor | FXIa inh
CCc1ccccc1NC(=O)Nc1cccc(F)c1 | -0.05 | -1 | 1.2 | 3 | 1 | -4 | 0 | -3 | 0
O=C(CN(Cc1ccccc1F)S(=O)(=O)c1ccc(Cl)cc1)NCCCO | 0.29 | 2 | -0.4 | -3 | -3 | 2 | 0 | -29 | -7

(more compounds)
SMILES | KCC2 mod | FXIIa inh 1536 | PERK inh | p97 inhibitor | hK5 inh | Thrombin inh | Wee1 stabilizer | Furin inhibitor | FXIa inh
Fc1cccc(-c2cc3nc(-c4ccccc4)cc(N4CCC5(CC4)OCCO5)n3n2)c1 | 0.25 | 4 | -1.2 | -4 | -27 | -1 | -2 | -39[20 µM] | 6
[O-][n+]1c2c(c3c4non(O)c4ccc31)CCCC2 | -1 | 12 | 0.7 | -2 | 1 | 4 | -1 | -4[20 µM] | 1
O=C(NC(=S)Nc1ccc(S(=O)(=O)Nc2ncccn2)cc1)c1cccc(Br)c1 | nt | 10 | 1.2 | 5 | 5 | -4 | -1 | -25 | 1
CCOC(=O)c1cnc(SCCc2ccccc2)nc1N | -0.34 | 14 | 0.3 | -6 | -1 | 4 | 1 | -109[20 µM] | 4
Cc1ccc(-c2[nH]nc3c2C(c2cccnc2)C(C#N)=C(N)O3)cc1 (stereo unspecified) | -2 | -8 | 0.9 | 6 | 15 | -4 | 3 | -34 | -4
COc1ccc(C)cc1-n1nnnc1SCc1csc(C)n1 | -0.62 | 20 | -0.3 | 1 | -17 | -9 | 3 | -24 | 2
Cc1cc(/C=C2/NC(=O)N(c3ccccc3)C2=O)c(C)n1-c1cccnc1 | -0.77 | 12 | -0.4 | -2 | -14 | -7 | 3 | 5 | 4
CCOC(=O)c1sc(Nc2ccc(Br)cc2)nc1C | -0.55 | 13 | 0.2 | 1 | 5 | 3 | 4 | -26 | -1
OCCNCc1cc(Br)ccc1OCc1ccc(F)cc1 | -1.7 | nt | -0.1 | 1 | 3 | -1 | 2 | -22 | 3
Cc1cc(C2C(=O)CC(=O)CC2c2ccccc2)on1 (stereo unspecified) | -0.011 | 11 | 0.2 | 3 | -19 | 0 | -3 | -5 | 3
C=CCN1C(=O)C2(C(C#N)=C(N)Oc3n[nH]c(CCC)c32)c2ccccc21 (stereo unspecified) | -1 | 0 | -0.3 | -2 | -4 | -6 | 0 | -16[20 µM] | 1
CCC(C)NC(=O)c1csc2c1CCCCC2 (stereo unspecified) | -0.64 | 14 | 0.8 | 0 | -2 | 3 | 1 | -30[20 µM] | 6
CCCCCCOC(=O)Cc1c(C)nc(N)[nH]c1=O | 1.1 | 2 | 0.4 | 1 | 0 | -10 | -3 | -18 | -1
Cc1ccccc1-n1ccnc1SCC(=O)NCc1ccco1 | 0.13 | 2 | 0.8 | 4 | -3 | -5 | -4 | -19 | -3
Cn1c(=O)c2c(nc(CN3CCN(c4ccccc4)CC3)n2Cc2ccccc2Cl)n(C)c1=O | -0.68 | 11 | -0.8 | 1 | 3 | 4 | 0 | -33 | 3
Cc1ccc(NC(=O)c2ccc(CSc3nnc(C)s3)cc2)c(C)c1 | -0.53 | 12 | -0.6 | 1 | -11 | -2 | -1 | -7[20 µM] | 2
Cc1cc(C(=O)Nc2ccc3c(c2)CCC3)c2ccccc2n1 | 0.56 | 4 | 0.4 | 2 | -4 | -5 | -2 | -21 | -1
O=[N+]([O-])c1ccc(-c2cn(-c3ccc(Cl)cc3)c(=S)[nH]2)cc1 | 3.7* | -7 | 0.1 | -3 | 13 | 38 | 1 | -1 | -8
CCC1Oc2ccc(C)cc2N(CC(=O)N2CCN(c3ccc(F)cc3)CC2)C1=O (stereo unspecified) | -2.4 | -2 | -0.3 | -1 | 25 | -8 | 4 | -22 | -12
COCCN(C(=S)Nc1cccc(C)c1C)C(C)c1ccco1 (stereo unspecified) | -0.92 | -9 | 1.6 | 1 | -27 | -1 | 2 | -24 | -6
CCn1ccnc1CNC(=O)CC1C(=O)NCCN1CC(c1ccccc1)c1ccccc1 (stereo unspecified) | 0.053 | 26 | 0.1 | -3 | nt | 9 | 7 | -2 | 11
O=C(/C=C/c1c[nH]c2ccccc12)c1cccc2ccccc12 | -0.72 | -2 | 0.3 | 1 | -6 | -6 | -1 | -25 | -2
CC(C)C(=O)NS(=O)(=O)c1ccc(N)cc1 | 1.4 | 18 | 1.9 | -4 | 2 | 5 | 6 | -14[20 µM] | -2
Cn1c(SCC(=O)N2CCc3ccccc32)nc2cccnc21 | -1.5 | 0 | -1.6 | -7 | 1 | 0 | -4 | 4 | -3
O=c1[nH]c(/C=C2\C=Nc3ccccc32)c(O)n1Cc1ccccc1F | 1.8 | 7 | 0.1 | 5 | -2 | -2 | 1 | -14 | -7
Cc1cc(C(=O)COc2ccc3ccc(=O)oc3c2)c(C)n1Cc1cccs1 | 0.021 | -9 | -0.5 | -6 | -11 | -8 | -2 | -21 | -10
CC(C)CC1NC(=O)N(Cc2cc(=O)n3ccsc3n2)C1=O (stereo unspecified) | 0.44 | 2 | -0.1 | 1 | -3 | 1 | 5 | -19 | -5
O=C(CN(Cc1ccccc1F)C(=O)Cn1nnc(-c2cccs2)n1)NC1CCCCC1 | -1.5 | -4 | -0.6 | -7 | -3 | -9 | 0 | -5[20 µM] | -2
O=C(Nc1ccccc1)c1sc2cc(C(F)(F)F)cnc2c1-c1cccs1 | -1.6 | 8 | -1.2 | 9 | -6 | 3 | -1 | -13[20 µM] | 1
O=C(CSc1nncs1)NCCCc1ccccc1 | -0.44 | -2 | 0.5 | 6 | -6 | 0 | -3 | -11 | -9
COc1ccc(C)cc1-n1[nH]nnc1=S | nt | 6 | 0.5 | 3 | 0 | -5 | -2 | -30 | -4
COc1ccccc1-c1nc(-c2ccc(Br)cc2)no1 | -0.21 | 8 | -0.9 | -5 | 3 | -2 | 1 | -2 | 3

From PubChem
